Compound activity deposited in PubChem by National Center for Advancing Translational Sciences (NCATS).
Tau FP inhib: tau fibrillization inhibition (FP). K18 P301L tau heparin fibrillization, Alexa594 FP, 6 h. 0.39% of 280,000 active. Potency, µM (highest dose often 57.7 µM), for the others: at the highest dose activity, negative = inhibition, usual class: inhibitors. P10636; note: % is set by controls: 0 for no effect and ±100 for the full control effect; nearly all actives have a fitted effect of over 55% in size
Target sequence (P10636 561-689 P618L limits assumed): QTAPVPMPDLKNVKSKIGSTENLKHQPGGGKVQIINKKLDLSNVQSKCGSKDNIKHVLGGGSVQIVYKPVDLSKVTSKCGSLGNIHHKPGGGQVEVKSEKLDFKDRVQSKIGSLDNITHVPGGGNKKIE
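Heparin (20 uM) drove fibril formation of recombinant tau K18 P301L, 15 uM unlabeled with 0.24 uM Alexa 594 label, for 6 hr at 37 C in 100 mM sodium acetate pH 7. Fluorescence polarization (555/632 nm) read 1 hr after 30 uM ThT.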
Tau fibril ThT: inhibitors of human tau fibril formation, thioflavin T binding. P10636. recombinant tau K18 P301L, heparin-induced fibrillization, ThT fluorescence. Potency, µM (series often up to 57.4 µM), for inactives: top-dose activity, negative = inhibition, usual class: inhibitors. 2.1% of 270,000 active. AID 1460; note: % is set by controls: 0 for no effect and ±100 for the full control effect; nearly all actives have a fitted effect of over 55% in size
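Heparin-induced (20 uM) aggregation of recombinant human K18 P301L tau, 15 uM unlabeled with 0.24 uM labeled, pH 7 acetate buffer, 6 hr at 37 C with compound. Fibrils quantified by 30 uM ThT fluorescence after 1 hr ambient incubation.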
HTT cytoprotect: Huntington cell model cytoprotection by ATP luminescence; PC12 HTT-Q103 induced, cytoprotection, ATP luminescence, 40 h; Potency, µM (titrated, usually from 56.4 µM), for the others: cytoprotection (ATP increase), actives largely listed as activators; 0.14% of 230,000 active; AID 1471;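 note: % of control where 0% means no effect; nearly all actives have a fitted effect of over 45% in size; toxic huntingtin expression switched on by the ecdysone agonist tebufenozide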
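Readout: ATPlite luminescence (ATP level). Model: stable PC12, inducible Htt exon1 Q103-GFP. Inducer: tebufenozide, 100 nM final. Compounds: dose series. No G418 in medium.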
L3MBTL1 inh: inhibitors of human L3MBTL1; Q9Y468; AlphaScreen L3MBTL1–H3K9me1 peptide binding; Potency, µM (highest dose often 57.1 µM), inactives show at the highest dose activity, negative = inhibition, hits mostly inhibitors; 0.66% of 230,000 active; AID 485360; note: % is set by controls: 0 for no effect and ±100 for the full control effect; nearly all actives have a fitted effect of over 60% in size
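First, the protein-peptide complex forms for 30 min at room temperature (L3MBTL1 50 nM, biotinylated H3K9me1 peptide 75 nM). Next, compounds are pin-transferred and incubated 30 min. Finally, AlphaScreen beads are added and read after 30 min.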
RECQ1 inh: inhibitors of human RECQ1 DNA helicase; Potency, µM (titrated, usually from 57.3 µM), inactives show at the highest dose activity, negative = inhibition, most hits filed as inhibitors; RECQ1 DNA unwinding, red fluorescence kinetic read; P46063; 0.54% of 240,000 active;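 note: plate controls were vehicle for no effect and no enzyme for full effect; nearly all actives have a fitted effect of over 30% in size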
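RECQ1T1 50 nM; forked duplex (20 bp + 30-nt ss tails) 200 nM, ATP 2 mM final; pH 8.0, 2 mM MgCl2, 2.5 ug/ml poly(dI-dC); 15 min compound preincubation; discontinuous kinetic read over 2 h at RT.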
TexasRed fluor: counter-screen for TRb-SRC2 inhibitors: fluorescence interference; TRb/SRC2 Texas Red total fluorescence interference; AID 1479; 0.29% of 280,000 active; Potency, µM (highest dose often 106 µM), inactives show at the top dose fluorescence change, negative = quenching; active = well fitted curve in either direction with a large enough effect; inconclusive = small, poorly fitted or top-dose-only effect; note: % is set by controls: 0 for no effect and ±100 for the full control effect
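Flags fluorescent or light-absorbing compounds by total fluorescence, S + 2P, at 555 nm excitation and 632 nm emission. Mixture: 20 nM Texas Red SRC2 peptide, 0.6 uM human TRb LBD, 1 uM T3, 5% DMSO; compound exposure 5 h at ambient temperature.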
TRb SRC2 PPI: disrupts binding of human TR beta to SRC2. TRbeta-SRC2 peptide binding, fluorescence polarization; receptor liganded with 1 µM T3. Potency, µM (top dose mostly 106 µM), for the others: at the highest dose activity change, negative = inhibition, usual class: inhibitors. 0.065% of 280,000 active;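 note: plate controls were bound peptide for no effect and peptide without receptor for full effect; nearly all actives have a fitted effect of over 50% in size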
Target sequence (P10828 whole entry, looked up): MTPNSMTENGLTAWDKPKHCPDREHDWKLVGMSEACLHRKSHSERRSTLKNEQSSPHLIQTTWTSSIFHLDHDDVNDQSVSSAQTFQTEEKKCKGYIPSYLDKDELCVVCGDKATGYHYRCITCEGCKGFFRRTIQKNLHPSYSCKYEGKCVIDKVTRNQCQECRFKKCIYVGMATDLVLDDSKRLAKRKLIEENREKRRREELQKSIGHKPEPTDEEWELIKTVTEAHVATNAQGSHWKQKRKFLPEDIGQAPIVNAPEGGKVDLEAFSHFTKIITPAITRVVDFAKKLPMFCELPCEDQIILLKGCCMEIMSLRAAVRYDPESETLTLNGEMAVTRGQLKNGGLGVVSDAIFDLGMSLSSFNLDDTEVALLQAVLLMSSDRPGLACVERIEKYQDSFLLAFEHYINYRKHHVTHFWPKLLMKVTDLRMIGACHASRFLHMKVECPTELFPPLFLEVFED
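Read-out is fluorescence polarization (555 nm excitation, 632 nm emission) of a Texas Red SRC2 coactivator peptide; loss of signal reflects blocked binding to human TRb ligand-binding domain in the presence of 1 uM T3.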
Tau fluor counter: counter-screen for tau fibril formation inhibitors | Potency, µM (series often up to 57.7 µM), without a hit: at the highest dose activity change, negative = decrease | 0.93% of 280,000 active | tau K18 P301L (four-repeat tau fragment) Alexa594 fluorescence, heparin fibrillization; note: % is set by controls: 0 for no effect and ±100 for the full control effect; nearly all actives have a fitted effect of over 55% in size
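Human K18 P301L tau (15 uM unlabeled plus 0.24 uM Alexa 594-labeled, final) in 100 mM sodium acetate pH 7 was mixed with compound and 20 uM heparin and incubated 6 hr at 37 C.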
* = called active by the depositor; i = inactive; ? = inconclusive; / = not tested or not shown; & = joins results of further samples; [ ] = remark or other dose. Unless noted, calls come from the whole dose curve; as a rule, active = well fitted curve in the direction sought with a large enough effect; inconclusive = small, poorly fitted or top-dose-only effect, or another doubt; inactive = no such curve, though single readings can be large; an effect the other way counts as inactive or inconclusive. Potency is the fitted concentration of half-maximal effect. These rows are one share of the data (hit frequency here may not be typical).

Molecule,L3MBTL1 inh,Tau fluor counter,TexasRed fluor,RECQ1 inh,HTT cytoprotect,Tau fibril ThT,TRb SRC2 PPI,Tau FP inhib
CCC(C)NC(=O)c1cc2cc(S(=O)(=O)N3CCCCC3)ccc2n1C (stereo unspecified),/,-5%,-1%,/,/,-5%,6%,2%
COC(=O)c1ccc(CSc2ncnc3c2nnn3-c2ccc(F)cc2)o1,-3%,-21%,0%,-7%,-9%,?,-9%,?
O=c1c2cn[nH]c2[nH]c(=S)n1-c1cccc2ccccc12,-4%,-12%,1%,-5%,/,-16%,-2%,1%
Cc1ccc(C(=O)NCC(=O)NCC(=O)OCC(=O)c2ccc(Br)cc2)cc1,1%,5%,-2%,-8%,9%[0.074 µM],6%,0%,-5%
CC(=O)Oc1ccc(C(=O)Cc2ccc3ccccc3n2)c(O)c1C,4%,-15%,-2%,-2%,6%[10 µM],1.4µM*,0%,1%
CCn1c(=O)cc(OCC(=O)Nc2ccc(OC)c(OC)c2)c2ccccc21,-8%,-22%,-2%,-10%,-12%,-12%,-6%,-3%
O=C(COC(=O)CNC(=O)c1ccccc1)Nc1ccc(Cl)cc1C(F)(F)F,2%,-2%,0%,-7%,14%[10 µM],2%,-6%,-3%
CC(C)C[C@@H](CC(=O)N[C@H](CC(=O)N[C@@H]1CCCC[C@H]1C(=O)N[C@H](CC(=O)N[C@@H](CCC(=O)O)CC(=O)O)Cc1ccccc1)C(C)C)NC(=O)[C@@H]1CCCC[C@H]1N,/,-12%,0%,-7%,?,-12%,-3%,-3%
c1ccc(CSc2ccc(-c3cccs3)nn2)cc1,9%,-12%,-2%,-2%,5%[10 µM],-10%,-13%,-10%
O=C(/C=C/c1ccc(Cl)cc1)N(Cc1ccccc1)c1ccccn1,20%,-14%,-1%,i,12%[10 µM],-18%,4%,-3%
CC(=O)N1CCc2cc(S(=O)(=O)NC(Cc3ccccc3)C(=O)NCc3ccc(C)cc3)ccc21 (stereo unspecified),/,-10%,-1%,/,/,-8%,1%,-3%
CCc1cc(CNC(=O)CC2C(=O)NCCN2Cc2ccccc2C(F)(F)F)on1 (stereo unspecified),5%,-10%,-1%,2%,3%[10 µM],-10%,-5%,-5%
COC(=O)c1ccc(C2OCC(C)(C)CO2)cc1,/,-7%,-1%,i,-17%,-12%,1%,5%
CSc1nc2ccc(NS(=O)(=O)c3ccc(Br)s3)cc2s1,3%,?,1%,-1%,0%[10 µM],-7%,1%,-12%
COc1ccc(Br)cc1CNC(=O)CN1CCSc2ccccc21,/,?,-13%,/,/,?,-2%,6%
Cc1nn(C(=O)c2cccnc2)c(C)c1Sc1ccccc1,9%,-17%,-4%,-5%,21%[10 µM],?,-3%,6%
COc1cc(OC)cc(C(=O)NCCOc2ccccc2)c1,/,-7%,3%,?,2%,-5%,4%,-3%
O=C(O)c1ccccc1C(=O)N1CC=C(c2ccccc2)CC1,5%,-12%,-2%,-12%,-9%,-16%,2%,-7%
COC/C=C/C1=CC2=CC(=O)C(C)(OC(=O)c3cnc4ccccc4n3)C(=O)C2=CN1CCCCO (stereo unspecified),/,-17%[11.6 µM],?,13%[11.5 µM],0%&-16%[10 µM],13µM*,-3%[11.2 µM],?
COC(=O)/C=C/c1ccccc1S(=O)(=O)N(Cc1ccccc1)Cc1ccco1,/,?,-4%&-2%,-6%,27%[10 µM],-7%,8%&0%,-1%
Cc1cc(C)n(CCN(C)Cc2cn[nH]c2-c2ccc(F)cc2F)n1,1%,-9%,-3%,i,0%[10 µM],-8%,-4%,-1%
Cc1ccc(SCCN2CCN(CCc3ccccc3)CCC2=O)cc1,/,4%,0%&-1%,8%,5%[10 µM],-7%,1%&4%,0%
C/C(=N\NC(=O)CN1CCOCC1)C(C)(C)C,-3%,9%,-2%,-10%,-4%[10 µM],12%,-3%,1%
c1cc2nncn2nc1N1CCCC1,-3%,11%,-6%,-2%,-14%,-2%,5%,7%
CC(C)(C)c1ccc(/C=C2\SC(=O)N=C2N)cc1,/,-11%,0%,-1%,-47%[inhibitor],0%,-4%,-3%
O=C1CCCC/C1=C/Nc1cccc(C(F)(F)F)c1,-22%,4%,-2%,8%,-6%[1.9 µM],6%,1%,10%
CS(=O)(=O)N(CC(=O)NN=C1CCCCCC1)c1ccc(Oc2ccccc2)cc1,/,-18%,2%,-1%,-22%,-4%,-10%,-15%
Cc1ccc(NC(=O)CCC(=O)OCC(=O)c2ccc(Oc3ccc([N+](=O)[O-])cc3)cc2)cc1,6%,-8%,-3%,-7%,-1%[10 µM],-3%,5%,-8%
CCn1c(CC(=O)Nc2ccccc2)nnc1SCC(=O)Nc1ccccc1C(=O)OC,0%,-8%,0%,-16%,5%,-9%,5%,1%
CC(Sc1ccc(Cl)cc1)C(=O)Nc1ccc2c(c1)OCO2 (stereo unspecified),4%,-25%,-2%,-1%,27%[10 µM],-12%,-8%,4%
Cc1ccc(CNC(=O)C(=O)NCC(c2cccs2)S(=O)(=O)c2ccc(C)cc2)cc1 (stereo unspecified),/,3%,0%,/,/,11%,0%,-10%
Cc1ccc(-n2ncc3c(Nc4cccc(C(F)(F)F)c4)ncnc32)cc1C,/,?,29%,/,/,15%,?,10µM*
CCOC(=O)N1CCN(Cc2nc3c(c(=O)n(C)c(=O)n3C)n2CCCc2ccccc2)CC1,/,3%,-2%,-3%,11%[0.074 µM],-10%,-1%,-2%
Cc1ccc(CN(c2ccc(C(=O)Nc3ccc4c(c3)OCO4)cc2)S(C)(=O)=O)cc1,/,?,1%,i,9%,-8%,-17%,4%
COC(=O)C1CCN(C(=O)Cc2ccc(Br)cc2)CC1,9%,-1%,1%,-3%,7%,-6%,11%,0%
O=C(Nc1ccc2c(c1)OCO2)N1CCCC1,7%,5%,-2%,i,/,10%,2%,-6%
Cc1cc(C)c2nc(NNC(=O)c3ccc(S(=O)(=O)N4CCCC(C)C4)cc3)sc2c1 (stereo unspecified),?,?,0%,-2%,/,?,1%,12%
COc1ccc(S(=O)(=O)N[C@@H](C)C(=O)OCC(=O)Nc2cc3oc4ccccc4c3cc2OC)cc1,5%,?,-1%,-7%,16%[10 µM],-14%,5%,-7%
CCN(CC)c1ccc(/C=C(\C#N)c2ccccn2)cc1,43%[activator],?,2%,0%,-79%[inhibitor][10 µM],?,-5%,14%
O=C1CCN(C(=O)c2cccs2)c2ccccc21,4%,-12%,1%,-16%,/,-12%,-1%,-1%
CCOC(=O)c1ccc(NC(=O)CCc2ccc(C)o2)cc1,-23%,-2%,-2%,0%,-5%,-16%,-1%,5%
Clc1ccc(-c2csc(Nc3ccccc3)[n+]2Cc2ccco2)c(Cl)c1,-2%,?,-2%,-7%,-18%,?,-2%,-4%
CN(C)C(=O)/C(=C\c1ccncc1)NC(=O)c1ccccc1,-5%,-8%,0%[53 µM],i,?,-7%,5%[53 µM],-9%
COc1ccc(S(=O)(=O)Nc2ccc(S(=O)(=O)N3CCOCC3)cc2)cc1C,7%[11.4 µM],-4%,2%,-10%,-5%,7%,-8%,-3%
NS(=O)(=O)c1ccc(NC(=O)C2CCCN(S(=O)(=O)c3ccc(F)cc3)C2)cc1 (stereo unspecified),-3%,-8%,2%,i,5%,1%,6%,-4%
O=C(CNS(=O)(=O)c1cccc2nsnc12)NCc1ccc(Cl)cc1,-6%,-9%,0%,-10%,-13%,-12%,3%,-6%
O=C1/C(=C/c2cccs2)SC(=S)N1C1CCS(=O)(=O)C1 (stereo unspecified),/,0%,-8%,i,-21%[10 µM],/,-3%,13%
CCC(C)NCC(O)COCc1ccc(Cl)cc1 (stereo unspecified),-10%,-2%,2%,-10%,-28%[10 µM],2%,-8%,-13%
COc1ccc(S(=O)(=O)N(C)c2ccc(C(=O)N3CCOCC3)cc2)cc1OC,1%,8%,-1%,0%,11%[10 µM],-3%,-16%,1%

A second format for part of the listing above:
Every second line gives: L3MBTL1 inh, Tau fluor counter, TexasRed fluor, RECQ1 inh, HTT cytoprotect, Tau fibril ThT, TRb SRC2 PPI, Tau FP inhib
Clc1ccc(-c2csc(Nc3ccccc3)[n+]2Cc2ccco2)c(Cl)c1
    -2%, ?, -2%, -7%, -18%, ?, -2%, -4%
CN(C)C(=O)/C(=C\c1ccncc1)NC(=O)c1ccccc1
    -5%, -8%, 0%[53 µM], i, ?, -7%, 5%[53 µM], -9%
COc1ccc(S(=O)(=O)Nc2ccc(S(=O)(=O)N3CCOCC3)cc2)cc1C
    7%[11.4 µM], -4%, 2%, -10%, -5%, 7%, -8%, -3%
NS(=O)(=O)c1ccc(NC(=O)C2CCCN(S(=O)(=O)c3ccc(F)cc3)C2)cc1 (stereo unspecified)
    -3%, -8%, 2%, i, 5%, 1%, 6%, -4%
O=C(CNS(=O)(=O)c1cccc2nsnc12)NCc1ccc(Cl)cc1
    -6%, -9%, 0%, -10%, -13%, -12%, 3%, -6%
O=C1/C(=C/c2cccs2)SC(=S)N1C1CCS(=O)(=O)C1 (stereo unspecified)
    /, 0%, -8%, i, -21%[10 µM], /, -3%, 13%
CCC(C)NCC(O)COCc1ccc(Cl)cc1 (stereo unspecified)
    -10%, -2%, 2%, -10%, -28%[10 µM], 2%, -8%, -13%
COc1ccc(S(=O)(=O)N(C)c2ccc(C(=O)N3CCOCC3)cc2)cc1OC
    1%, 8%, -1%, 0%, 11%[10 µM], -3%, -16%, 1%
